EBI2 antag: EBI2 (human) antagonism | P32249 | inhibition, % at 5 µM | 0.81% of 360,000 active | EBI2 beta-arrestin recruitment, luminescence, 7a,25-OHC stimulated | AID 651636; in the data active means inhibition above about 38%;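 further: enzyme fragment complementation signal reports receptor beta-arrestin coupling in cells; 0% = agonist plus DMSO wells and 100% = wells without agonist; some results beyond the cut were filed as inactive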
APJ agonist: APJ receptor agonism | P35414 | CHO-K1 APJ PathHunter beta-arrestin, luminescence; 0% DMSO wells, 100% apelin | activation, % at 20 µM | 0.11% of 330,000 active;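 active means activation more than six SD over the plate average, tested at 20 µM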;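 further: 0% = DMSO alone and 100% = apelin-13 at 10 nM; some results filed as inactive read as strong as hits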
Target sequence (P35414 whole entry, looked up): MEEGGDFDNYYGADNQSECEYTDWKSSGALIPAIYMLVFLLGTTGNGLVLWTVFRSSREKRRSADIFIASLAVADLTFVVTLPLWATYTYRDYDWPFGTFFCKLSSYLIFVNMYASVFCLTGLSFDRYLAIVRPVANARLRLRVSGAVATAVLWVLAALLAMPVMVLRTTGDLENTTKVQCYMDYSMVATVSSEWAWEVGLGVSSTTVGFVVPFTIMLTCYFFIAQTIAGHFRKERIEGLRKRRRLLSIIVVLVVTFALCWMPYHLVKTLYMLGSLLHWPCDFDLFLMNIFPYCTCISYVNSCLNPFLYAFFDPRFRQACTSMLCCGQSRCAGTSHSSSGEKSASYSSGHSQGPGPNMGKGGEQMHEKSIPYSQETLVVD
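Assay system: CHO-K1 cells stably expressing ProLink-tagged human APJ and arrestin–beta-gal acceptor. Compound dosing: 20 µM single point, 1% DMSO. Times: 16-18 h seeding, 90 min dark compound exposure, 60 min detection. Detection: beta-gal luminescence. Evaluation: APJ–arrestin association signal. Controls: negative DMSO alone, positive Apelin-13 at 10 nM.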
CXCR6 inh: blocks human CXCR6 beta-arrestin recruitment; CHO-K1 PathHunter CXCR6 beta-arrestin, luminescence; inhibition, % at 20 µM; 0.36% of 360,000 active; in the data active means inhibition above about 34%, passing the limit was not always enough;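 further: antagonist mode with CXCL16 agonist at 10 nM final; 0% = 10 nM CXCL16 with DMSO and 100% = unstimulated wells without agonist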
Target sequence (O00574 whole entry, looked up): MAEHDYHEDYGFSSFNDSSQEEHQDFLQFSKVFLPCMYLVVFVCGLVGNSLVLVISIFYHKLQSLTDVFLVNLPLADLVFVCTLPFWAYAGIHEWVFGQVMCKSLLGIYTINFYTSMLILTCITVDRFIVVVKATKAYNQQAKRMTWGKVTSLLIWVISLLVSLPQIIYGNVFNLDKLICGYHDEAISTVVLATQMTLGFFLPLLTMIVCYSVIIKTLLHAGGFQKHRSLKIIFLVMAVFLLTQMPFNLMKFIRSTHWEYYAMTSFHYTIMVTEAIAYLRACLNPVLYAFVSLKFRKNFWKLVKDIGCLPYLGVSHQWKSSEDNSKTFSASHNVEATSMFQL
APJ antagonist: APJ receptor antagonism. CHO-K1 APJ beta-arrestin complementation, luminescence. 0.32% of 330,000 active. P35414. inhibition, % at 20 µM. AID 2521;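 active means inhibition above about 40% at 20 µM, limit read from the data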;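 further: cells challenged with 10 nM apelin-13 agonist together with compound; plate controls were apelin-13 plus DMSO wells for no effect and DMSO wells lacking apelin-13 for full effect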
UBC13 inh: inhibitors of human UBC13 polyubiquitin chain formation; 0.47% of 330,000 active; P61088; TR-FRET; inhibition, % at 20 µM; in the data active means inhibition above about 45%, passing the limit was not always enough; inconclusive means no clear call, values can overlap the other calls
Target sequence (P61088 whole entry, looked up): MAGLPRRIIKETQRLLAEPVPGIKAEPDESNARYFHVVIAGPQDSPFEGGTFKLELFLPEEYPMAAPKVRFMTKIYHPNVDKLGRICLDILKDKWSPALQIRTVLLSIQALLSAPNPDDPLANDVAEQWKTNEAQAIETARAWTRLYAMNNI
Gli-Sufu antag: Gli-Sufu pathway antagonism. Sufu-KO-LIGHT fibroblasts, Gli luciferase reporter luminescence. inhibition, % at 5 µM. 0.74% of 340,000 active. AID 588413;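 active means inhibition above about 55%, limit read from the data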;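 further: 0% = DMSO-treated cells and 100% = wells with medium but no cells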
CCR6 antag: blocks CCL20-driven beta-arrestin recruitment at human CCR6; 0.49% of 340,000 active; AID 493098; inhibition, % at 20 µM; CHO-K1 CCR6 PathHunter beta-arrestin, luminescence, CCL20-stimulated;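 active means compounds whose inhibition of the agonist-driven luminescence signal at 20 µM reaches about 50%, limit read from the data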;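 further: cells stimulated with CCL20 at 14 nM final; plate controls were DMSO with CCL20 for no effect and DMSO without agonist for full effect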
ATG4B inh: blocks human ATG4B protease cleavage of LC3 substrate; inhibition, % at 8.33 µM; 0.51% of 340,000 active; Q9Y4P1; ATG4B cleavage of LC3-PLA2, NBD-HPC fluorescence, 1 h; in the data active means inhibition above about 40%
* = called active by the depositor; ? = inconclusive; · = not tested or not shown; & = joins results of further samples.

Values run as follows: EBI2 antag	APJ agonist	CXCR6 inh	APJ antagonist	UBC13 inh	Gli-Sufu antag	CCR6 antag	ATG4B inh
COC(=O)c1sccc1NC(=S)Nc1ccc(C)cc1
→ 23	0	-2	-11	?	-10	6	-7
O=C(C[C@@H]1C/C=C\C[C@H](NC(=O)OCC2c3ccccc3-c3ccccc32)C(=O)OC[C@H]2CCCN2C1=O)N[C@@H](CO)Cc1ccccc1
→ 1	-3	-2	6	27	47	-9	-19
COc1cc(OC)c(OC)cc1CNC(=O)CCN1C(=O)c2cccc([N+](=O)[O-])c2C1=O
→ -6	3	-1	-1	-6	-36	3	6
CCN(CC(=O)Nc1ccc(NC(C)=O)cc1)C(=O)COc1ccc(C(=O)c2ccccc2)cc1
→ -2	-2	-5	-14	7	1	17	-9
COc1ccc(NC(=S)NNC(=O)c2ccccc2OC(F)F)cc1
→ 4	-4	9	30	-1	4	24	1
Nc1c(C(=O)NC2CC2)sc2nc3c(c(-c4ccco4)c12)CC/C3=C/c1ccco1
→ -12	·	24	·	·	3	51*	32
C=CCn1c(SCC(=O)/C(C#N)=C(\C)N)nc2sc(CC)cc2c1=O
→ 3&20	8	3&-1	2	-3	-4&-3	13&14	3&-8
COC(=O)c1ccc(C)c(NC(=O)CCCN2C(=O)CN(C)C2=O)c1
→ -6	1	-2	6	-8	0	-5	-8
COc1ccc(NC(=O)c2ccc(OCC3CCCO3)cc2)cc1OC (stereo unspecified)
→ 2	0	-3	2	0	-15	-2	0
S=C(Nc1cc(Cl)cc(Cl)c1)NC1CCN(Cc2ccccc2)CC1
→ 3	2	-11	-4	21	31	16	5
CN1CCC(=C(c2ccccc2)c2ccc(Br)cc2)CC1
→ -7	-5	-5	-2	13	18	9	6
CC(=O)c1cc(CCC(=O)NC2CCCCCC2)oc1C
→ 5	-4	-3	0	-5	15	12	5
Cc1ccc(S(=O)(=O)N2CCC(C)CC2)cc1
→ 10	-1	-14	17	7	0	9	-10
NC(=O)C1CC(=O)N(c2ccc(OCC(=O)Nc3ccc(F)cc3)cc2)C1 (stereo unspecified)
→ 0	-2	-4	-77	-10	-11	6	0
COc1ccccc1CNC(=O)c1cccc(C)c1[N+](=O)[O-]
→ -6	0	0	11	5	-5	-24	8
O=C(NCC(=O)N(c1cccnc1)C(C(=O)NC1CCCC1)c1cccs1)c1ccco1 (stereo unspecified)
→ -1	0	-12	-32	0	3	1	-3
Cc1cc(C)c(NC(=S)NCCO)c(C)c1
→ -7	-7	-4	-6	-4	0	0	0
CC1CCC(NC(=O)c2ccc3c(c2)OCO3)CC1 (stereo unspecified)
→ -16	-4	2	22	0	-92	15	-5
COc1ccc(NC2=C(NC(C)=O)C(=O)c3ccccc3C2=O)cc1
→ 1	3	-23	-9	-192	29	-2	-2
Cc1[nH]c(=O)[nH]c(=O)c1N(C)C
→ -4	-3	2	-8	5	-1	7	-3
CC(C)(C)c1cc(C(=O)N/N=C/c2ccc(O)cc2)n(-c2ccccc2)n1
→ 3	1	-5	-2	21	11	15	18
CC(=O)c1ccc(NC(=O)CCCC(=O)c2ccccc2)cc1
→ -4	-2	3	9	4	5	11	-4
O=S(=O)(Nc1ccc(S(=O)(=O)Nc2ncccn2)cc1)c1ccccc1
→ -2	-1	2	0	-6	-18	12	-1
Cc1ccc(S(=O)(=O)N2CCN(C(=O)CSc3cc(C)ccc3C)CC2)c(C)c1
→ 64*	-3	-5	-2	3	12	18	-13
COc1ccc(COC(=O)c2ccc(C)c(S(=O)(=O)N3CCOCC3)c2)cc1F
→ 3	-2	2	10	-1	-4	14	-11
COC(=O)c1ccc2nc(NC(=O)C3CC3)sc2c1
→ -15	0	-13	7	-5	-71	8	-3
N#Cc1c(Cl)nc(-c2ccncc2)nc1-c1ccccc1
→ -2	-4	-5	7	-3	-3	5	4
CCCSc1nnc(-c2c[nH]c3ccccc23)n1CC
→ -3	4	-7	8	12	-4	14	22
CCOc1ccc(CCNC(=O)COC(=O)CNS(=O)(=O)c2ccc(C)cc2)cc1OCC
→ 0	-2	1	-5	0	1	-2	-11
Nc1n[nH]c(C(F)(F)F)c1-c1ccccc1
→ -2	-2	-8	-12	8	-2	-10	-2
Cc1cc(-c2ccccc2)c2c(=O)[nH][nH]c2n1
→ -9	-3	-6	-10	-8	3	3	8
CN(C)N1C(N)=C(C#N)C(c2cccs2)C2=C1CC(C)(C)CC2=O (stereo unspecified)
→ 2	-3	-2	16	0	9	13	-12
Cc1ccc(-n2nc3c(=O)n(CC(=O)NCc4ccc(C)o4)nc(C)c3c2C)cc1
→ 6	-2	-5	14	4	-2	12	-6
CC(C)C(=O)Nc1nnc(S(=O)(=O)N2c3ccccc3CC2C)s1 (stereo unspecified)
→ -2	0	8	8	-2	8	4	-1
Cc1ccc(N(C(=O)Cc2cccs2)C(C(=O)NC2CCCC2)c2ccncc2)cc1 (stereo unspecified)
→ 14	-3	-5	-5	-9	-3	7	0
Cc1c(NS(=O)(=O)c2ccc(N(C)C3CCCCC3)c([N+](=O)[O-])c2)c(=O)n(-c2ccccc2)n1C
→ -9	5	-2	19	-21	3	-1	3
COc1ccc(CCc2nnc(CCC(=O)NCc3cnc4ccccn34)o2)cc1
→ 2	-7	2	14	1	-19	1	2
CC(C)(C)c1nnc2sc(SCC(=O)NCc3ccco3)nn2c1=O
→ 3	-2	-1	9	-4	15	11	10
O=C(O)/C=C\C(=O)Nc1ccc(N2CCN(c3cccc(Cl)c3)CC2)cc1
→ -3	-3	-10	-7	-8	1	17	-9
COC(=O)c1ccc(NC(=O)C2CC(=O)N(c3cc(C)ccc3C)C2)cc1 (stereo unspecified)
→ 1	-3	2	15	8	-10	2	-10
N#CC(C#N)=Cc1cccn1-c1ccc(S(N)(=O)=O)cc1
→ -7	-3	7	4	3	1	0	-5
COc1ccccc1C(=O)Nc1ccccc1C(=O)NC1CCCCC1
→ -8	-5	11	-33	3	1	21	1
COc1ccc(Cn2nnnc2C(c2ccc(F)cc2)N2CCN(C3CCCC3)CC2)cc1 (stereo unspecified)
→ 2	-6	9	7	6	7	-4	7
O=C1c2cccnc2C(=O)N1Cc1ccc(F)cc1
→ -1	-2	3	18	-1	-2	-11	7
O=C(Nc1ccccc1O)c1csc2c1CCCC2
→ 25	-1	-6	-21	-3	8	1	8
COc1cccc(/C=C/C(=O)OCC(=O)N2CCN(S(=O)(=O)c3ccc(Cl)cc3)CC2)c1
→ 34	2	1	9	4	-9	4	-4
CC(/C=C/c1ccccc1)=N\NC(=O)C1CC1(C)c1ccccc1 (stereo unspecified)
→ 2	-3	-10	1	-4	7	-1	-18
CCOC(=O)CCNCc1ccc(F)cc1
→ -6	-5	4	-13	-10	·	7	0
CCN(CC(=O)NCc1ccncc1)S(=O)(=O)c1ccccc1
→ 4	-1	-3	-17	2	16	11	-5
COC(=O)c1cnn(C(=O)c2ccccc2Br)c1N
→ 6	-3	-1	-7	-13	41	0	4
COC(=O)c1ccccc1N=Nc1c(N)[nH][nH]c1=O
→ -5	1	-4	15	-84	16	16	30
COc1ccc(N(CC(=O)NC2CC3CCC2C3)S(=O)(=O)c2ccccc2)cc1OC (stereo unspecified)
→ 1	-1	4	15	-8	-17	2	-2
CCN(CC)S(=O)(=O)c1cccc(C(=O)N/N=C/c2ccccc2OCC(=O)O)c1
→ -1	-5	-3	-15	12	13	1	0
CSCC[C@H](NC(=O)Nc1ccc(C)cc1)C(=O)O
→ -9	1	-8	-16	-2	-3	-1	3
CC1(C)Cc2ccccc2C2=C(C(=O)N3CCCCCC3)C(=O)C(=O)N21
→ -8	3	-3	-14	-5	72*	6	-3
COC(CNC(=O)c1ccc(Cn2c(=S)[nH]c3cc4c(cc3c2=O)OCO4)cc1)OC
→ -4	-2	12	14	12	0	12	9
Cc1ccc(NC(=O)c2cc(S(=O)(=O)N3CCCC3)cn2C)cc1C
→ 16	-3	1	7	13	12	-5	-21
NC(=O)c1cccnc1Sc1ccc(Cl)cc1
→ -3	-2	-11	-3	-3	-4	12	7
COc1ccc(CN(C)CC(=O)Nc2cccc(S(=O)(=O)N3CCCC3)c2)cc1F
→ 4	-1	6	-6	11	9	1	-11
Cc1cccc(C(=O)NNC(=O)Nc2ccccc2)c1
→ -9	-3	2	8	1	0	5	-6

(next part)
Values run as follows: EBI2 antag	APJ agonist	CXCR6 inh	APJ antagonist	UBC13 inh	Gli-Sufu antag	CCR6 antag	ATG4B inh
CN(C)S(=O)(=O)N1CCC(CCCC2CCN(S(=O)(=O)N(C)C)CC2)CC1
→ 3	3	-3	1	-5	3	5	-8
CS/C(N)=N/C(=S)Nc1cccc(Cl)c1
→ 7	-3	-3	3	6	-6	8	-4
Oc1ccc(/C=N\Nc2nncc(-c3ccccc3)n2)cc1
→ -10	1	-2	6	2	15	16	9
CC(C)(C)c1ccc(C(=O)NCc2nnc(SCC(=O)NC3CCCCC3)o2)cc1
→ 0	4	-6	-13	-3	3	15	-11
Cc1cc(C)n(CCN(C)C(=O)C2CCC(=O)N(CCc3cccc(F)c3)C2)n1 (stereo unspecified)
→ 5	-3	-3	10	-5	2	-8	11
O=C(CCCSc1nc2ccccc2[nH]1)N1CCN(c2ccc([N+](=O)[O-])cc2)CC1
→ -3	2	4	-16	-3	-13	12	-15
NS(=O)(=O)c1ccc(NC(=O)CSc2nc(Nc3ccccc3)nc(N3CCOCC3)n2)cc1
→ -6	4	-1	-2	9	-1	1	-7
N#Cc1ccc(OCC(=O)NC(=O)NC2CCS(=O)(=O)C2)cc1 (stereo unspecified)
→ -5	-3	-4	3	0	-2	4	-8
Nc1nc(Nc2ccccc2)nc(NCCO)c1[N+](=O)[O-]
→ 4	1	0	-12	-4	0	8	-3
C=CCNC(=O)c1c(O)c2cccc3c2n(c1=O)CCC3
→ 5	-2	18	14	23	-4	0	3

Only APJ antagonist and APJ agonist (three entries from above):
compound | APJ antagonist | APJ agonist
N#Cc1ccc(OCC(=O)NC(=O)NC2CCS(=O)(=O)C2)cc1 (stereo unspecified) | 3 | -3
C=CCNC(=O)c1c(O)c2cccc3c2n(c1=O)CCC3 | 14 | -2
NS(=O)(=O)c1ccc(NC(=O)CSc2nc(Nc3ccccc3)nc(N3CCOCC3)n2)cc1 | -2 | 4

From PubChem BioAssay
